Mdm2-MdmX inh – inhibitors of human Mdm2-MdmX association, primary screen, cell-based, luminescence, split luciferase, SaOS-2, uHTS | Protein Mdm4 (Homo sapiens) + E3 ubiquitin-protein ligase Mdm2 (Homo sapiens), … | SaOS-2 split-luciferase Mdm2/MdmX complementation | inhibition, % at 8 µM | actives 3% (n = 330,000) | AID 485346, 2010;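 active = inhibition of at least 50% at 8 µM in the primary screen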
APJ ag – agonists of human apelin receptor APJ, primary screen, CHO-K1 cells, PathHunter beta-arrestin, luminescence | actives 0.11% (n = 330,000) | activation, % at 20 µM | 0% DMSO wells, 100% apelin;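 active = activation more than six SD over the plate average, tested at 20 µM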;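 note: 0% = DMSO alone and 100% = apelin-13 at 10 nM; some results filed as inactive read as strong as hits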
Target sequence (P35414 whole entry, looked up): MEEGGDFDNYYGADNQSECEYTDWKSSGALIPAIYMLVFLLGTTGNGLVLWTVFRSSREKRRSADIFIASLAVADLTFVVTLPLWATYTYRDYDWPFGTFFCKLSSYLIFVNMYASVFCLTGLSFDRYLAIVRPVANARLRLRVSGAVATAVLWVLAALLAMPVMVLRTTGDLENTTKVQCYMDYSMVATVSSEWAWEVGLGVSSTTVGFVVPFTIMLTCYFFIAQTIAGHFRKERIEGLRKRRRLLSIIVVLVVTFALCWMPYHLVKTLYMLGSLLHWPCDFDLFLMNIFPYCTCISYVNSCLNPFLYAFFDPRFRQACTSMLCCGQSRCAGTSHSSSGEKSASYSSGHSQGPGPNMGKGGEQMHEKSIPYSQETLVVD
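system = engineered CHO-K1 APJ arrestin reporter cells | input = 1000 cells per well | timing = overnight seeding, 90 min compound at 25 °C, 1 h detection | measured by = enzyme-fragment complementation luminescence | read-out = beta-arrestin recruitment to APJ as agonist activity, luminescent signal | control set = negative DMSO alone, positive Apelin-13 at 10 nM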
APJ antagonist – antagonists of human apelin receptor APJ, primary screen, CHO-K1 cells, beta-arrestin complementation, luminescence. actives 0.32% (n = 330,000). inhibition, % at 20 µM. P35414;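 active = inhibition above about 40% at 20 µM, limit read from the data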;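 note: cells challenged with 10 nM apelin-13 agonist together with compound; plate controls were apelin-13 plus DMSO wells for no effect and DMSO wells lacking apelin-13 for full effect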
Jurkat NFkB inh – inhibitors of induced NF-kB luciferase reporter, primary screen, TCR NF-kB activation inhibitor project, cell-based, luminescence, uHTS; Jurkat, PMA/ionomycin-induced NF-kB luciferase reporter; inhibition, % at 4 µM; AID 435003, 2010; actives 0.53% (n = 330,000); in the data active = inhibition above about 50%
CHOP UPR activ – activators of apoptotic CHOP UPR arm, primary screen, cell-based, CHO-CHOP luciferase reporter, luminescence, uHTS. UPR activation; percent of tunicamycin response over DMSO baseline. activation, % at 10 µM. actives 0.34% (n = 330,000);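 active = at 10 µM dose, activation of 40% or more, normalized to positive control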;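 note: 100% = tunicamycin at 10 µg/mL and 0% = DMSO alone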
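assay system = CHO CHOP reporter cells | amount = 500 CHO-CHOP cells per well | buffer or medium = F12 with 10% FBS | incubation = 16-18 h cell attachment, then 6 h compound exposure, 37 °C | detection = luminescence read with Steady-Glo | read-out = percent activation relative to tunicamycin control | controls = tunicamycin high control, DMSO low control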
697 NFkB inh – inhibitors of PMA/ionomycin-induced NF-kB reporter, 697 cells, primary screen, B-cell NF-kB inhibitor project, cell-based, luminescence, uHTS | AID 435022, 2010 | actives 0.33% (n = 330,000) | inhibition, % at 4 µM | 697 B-cell NF-kB luciferase reporter, 16 h; in the data active = inhibition above about 35%
tim23-1 inh – growth inhibitors of tim23-1 mutant yeast, primary screen, luminescence, uHTS | S. cerevisiae tim23-1 growth, BacTiter-Glo luminescence, 24 h | inhibition, % at 20 µM | actives 1.3% (n = 330,000) | AID 463212, 2010;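 active = growth inhibition of the mutant yeast at or above 50%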;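 note: temperature-sensitive mutant grown at 25 °C; plate controls were DMSO-treated mutant yeast for no effect and medium wells lacking yeast for full effect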
UPR XBP1 act – activators of adaptive XBP1 UPR arm, primary screen, cell-based, CHO-XBP1 luciferase reporter, luminescence, uHTS | IRE1-XBP1 UPR activation; percent of tunicamycin response, DMSO as zero | actives 0.33% (n = 330,000) | activation, % at 20 µM;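 active = versus positive control, 20 µM dose yields 30% or more activation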;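 note: 100% = tunicamycin at 10 µg/mL and 0% = DMSO only wells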
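Material: CHO-XBP1 cells stably carrying IRE1-XBP1-driven luciferase reporter / Amount: 1000 cells per well / Compound: 20 µM, 1% DMSO / Times: 6 h treatment, 37 °C / Detection: luciferase luminescence / Measure: % activation of reporter signal versus tunicamycin and DMSO controls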
Numbers without * were called inactive.

SMILES	Mdm2-MdmX inh	APJ ag	APJ antagonist	Jurkat NFkB inh	CHOP UPR activ	697 NFkB inh	tim23-1 inh	UPR XBP1 act
COc1ccc(C(=O)N2CCCC(CO)(Cc3ccccc3C)C2)o1 (stereo not drawn)	13	-1	3	0	3.0	5	19	0
CC(=O)c1ccc(NC(=O)C2CCCN2S(=O)(=O)c2ccc(C)cc2)cc1 (stereo not drawn)	-24	-2	-53	-4	0.7	-5	4	0
Cc1ccc(O)c(N=Nc2nccs2)c1	75*	-9	-31	59*	1.2	-82	72*	1
CSC1=NSC2=NC(=O)/C(=C\c3ccc(OC(=O)c4ccco4)cc3)C(=N)N12	16	-5	0	-21	6.1	1	17	1
Cc1cc(C)c2c(N)c(C(=O)c3ccc(Cl)cc3)sc2n1	-15	0	-9	-33	1.5	-49	-5	3
CCCCn1c(N)c(N(CC(C)C)C(=O)c2cc(=O)[nH]c3ccccc23)c(=O)[nH]c1=O	39	-1	8	12	1.7	4	18	-1
Cc1[nH]c2ccccc2c1SCC(=O)N1CCCc2ccccc21	27	-2	11	-7	1.6	24	39	0
NNS(=O)(=O)c1ccc(N2CCCC2=O)c([N+](=O)[O-])c1	15	-1	6	4	-0.4	1	-10	4
CCN(Cc1ccccc1)C(=O)CSc1nncn1C	12	1	10	-12	-1.1	23	4	1
O=C(CNC(=O)N1CC(=O)Nc2ccccc21)NCCc1cccc(F)c1	1	8	7	-7	0.3	-13	-2	-1
COC(=O)C1CCN(C(=O)Cn2nnc(-c3ccccc3)n2)CC1	24	0	0	-6	1.0	6	-5	-2
COc1ccc(-c2ccc3c(N)c(C(=O)c4ccc(OC)c(OC)c4)sc3n2)cc1	15	2	2	-17	13	-73	5	23
O=C(Cc1ccsc1)NNC(=O)c1cccc(Cl)c1	-9	0	17	8	0.1	-6	-11	-2
CCCCOC(=O)Nc1cc(Cl)ccc1C	-6	3	14	-7	-0.8	0	16	-3
COc1ccc(Oc2ccc(N/C=C/C(=O)C(C)(C)C)cc2)cc1	23	-5	11	-5	2.0	-6	-14	-1
CCOC(=O)c1csc(NC(=O)c2ccc(S(=O)(=O)N(CC)CC)cc2)n1	1	-1	5	-2	-0.1	-17	-16	2
CCCCCC(=O)Nc1nc(C)c(-c2csc(Nc3cc(Cl)ccc3C)n2)s1	5	-7	18	3	0.7	6	17	-2
O=C(O)c1ccc(NS(=O)(=O)c2cc(Cl)sc2Cl)cc1	13	0	4	7	1.4	-7	8	1
O=C(NCC(=O)N(c1ccccc1F)C(C(=O)NC1CCCC1)c1ccco1)c1ccco1 (stereo not drawn)	6	-1	-15	0	-1.5	9	4	-2
Cc1csc(NC(=O)C(C)Oc2ccc(Cl)cc2C)n1 (stereo not drawn)	7	-1	7	10	-1.0	1	47	5
N#Cc1c(N)nc2c(c1N)CC(CO)O2 (stereo not drawn)	7	-2	-6	-13	-2.9	21	10	-3
COc1ccc(C2NC(=O)NC(C)=C2[N+](=O)[O-])cc1OC (stereo not drawn)	9	-5	8	13	0.6	-9	11	0
CCS(=O)(=O)c1nc2ccccc2n1Cc1ccccn1	21	0	-5	-28	2.0	17	12	0
COc1ccc(C(=O)N2CCN(c3nc(C4CC4)nc4sc(C)c(C)c34)CC2)cc1	21	-2	-1	21	0.9	-19	30	3
CN1CCN(C(=O)c2ccccc2NS(=O)(=O)c2ccc(F)cc2)CC1	-5	-4	-25	-4	-1.1	6	10	-1
Other results follow:
SMILES	Mdm2-MdmX inh	APJ ag	APJ antagonist	Jurkat NFkB inh	CHOP UPR activ	697 NFkB inh	tim23-1 inh	UPR XBP1 act
COC(=O)CCn1nnc(-c2ccc(C(C)C)cc2)n1	2	-3	4	64*	-8.4	69*	18	-8
COc1cc(/C=N/NC(=O)c2c(C)nc3ccc(Cl)cn23)cc(OC)c1OC	9	-2	-8	-15	2.6	-1	0	0
CC1CCC(NC(=O)CSc2nnnn2C)CC1 (stereo not drawn)	10	0	4	-12	0.6	-1	-9	2
COc1ccc(NC(=O)CSCC(=O)NC2(C)CCS(=O)(=O)C2)cc1 (stereo not drawn)	-1	-1	18	-6	0.1	12	0	0
CC1CN(C(=O)CN2C(=O)NC3(CCCCCC3)C2=O)CC(C)O1 (stereo not drawn)	3	-1	-1	4	-2.2	15	5	-3
Cc1ccc(NC(=O)c2oc3c(c2C)C(=O)CC(C)(C)C3)cc1	9	-4	11	-6	-1.4	2	17	1
O=C(O)c1ccc2c(c1)S(=O)(=O)c1cc(Cl)ccc1C2=O	15	-1	-10	-4	2.7	-3	10	6
O=C(Nc1ccccc1N1CCCCC1)C1CC(=O)N(c2ccccc2F)C1 (stereo not drawn)	13	-5	-7	9	1.6	5	41	-1
O=C(CSc1ccc(Cl)cc1)Nc1ccc(C2SCCS2)cc1	4	-3	3	-9	0.3	0	13	0
CC(=O)N(CN1C(=O)C2C3C=CC(C3)C2C1=O)c1cccc(Cl)c1 (stereo not drawn)	-5	-4	2	8	1.8	14	3	-4
Cc1cccc(NC(=O)c2nc[nH]c2C(=O)NCCCCNC(=O)c2[nH]cnc2C(=O)Nc2cccc(C)c2)c1	75*	-4	-11	3	9.3	19	4	21
O=C(CSc1ccccn1)Nc1ccc(F)c([N+](=O)[O-])c1	21	1	7	4	2.5	19	7	-3
CC1CC(C)CN(C(=O)CSc2nnc(-c3ccco3)o2)C1 (stereo not drawn)	-11	-1	-16	-7	0.9	15	12	1
Nc1nonc1C(=O)N/N=C/c1cccc([N+](=O)[O-])c1	7	2	-1	6	5.6	3	16	2
Cc1ccc(C(=O)Cn2cnc3ccccc3c2=O)cc1C	-36	-4	3	-59	2.5	-84	33	-1
Cc1cc(-n2c(C)cc(C(=O)COc3ccc(F)c(F)c3)c2C)no1	-46	-2	-4	-10	1.6	-42	22	3
Fc1ccc(NC(=S)NCc2ccccn2)cc1	20	-4	10	-14	3.9	4	-9	-6
Cc1ccccc1OCC(O)Cn1c2ccccc2c2ccccc21 (stereo not drawn)	42	3	4	9	1.9	1	40	-2
CCCCCn1c(SCC(=O)OCC)nc2cc(C(=O)N3CCC(C(N)=O)CC3)ccc2c1=O	5	-2	11	3	-1.1	5	5	1
CN(C(=O)COC(=O)c1ccc2c(c1)NC(=O)CS2)C1CCS(=O)(=O)C1 (stereo not drawn)	-4	3	-21	-2	-2.2	-49	22	-3
O=C(O)CSc1c2ccccc2cc2ccccc12	0	2	-29	-14	4.5	-15	14	-2
Cc1cc(C)cc(NC(=O)CSc2cc(C(=O)c3nccn3C)c3ccccc3n2)c1	1	-5	-44	12	2.3	-11	2	1
Cc1ccc(C(=O)N(C)CC(=O)Nc2ccc(N3CCOCC3)cc2)s1	-1	15	-29	-2	2.0	-17	7	4
O=C(c1ccc(S(=O)(=O)Cc2ccccc2F)c([N+](=O)[O-])c1)N1CCCCCC1	27	9	-62	9	-1.4	21	15	0
COc1ccc(OC)c(C2C(C(N)=O)=C(C)Nc3nc(CCCO)nn32)c1 (stereo not drawn)	5	0	9	8	-0.1	12	-6	0
Further structures.
SMILES	Mdm2-MdmX inh	APJ ag	APJ antagonist	Jurkat NFkB inh	CHOP UPR activ	697 NFkB inh	tim23-1 inh	UPR XBP1 act
O=C(O)c1ccc2c(c1Sc1ccccc1)C(=O)c1ccccc1C2=O	20	0	-18	-10	0.5	-3	16	4
CC(=O)OC(C(=O)N1CCN(c2ccc(F)cc2)CC1)c1ccccc1 (stereo not drawn)	20	5	16	1	0.5	-20	21	1
CCc1ccc2oc(=O)cc(CN3CCC(C)CC3)c2c1	17	-7	-13	-9	-0.8	2	30	1
O=S(=O)(Cc1ccccc1)Nc1ccc(F)cc1	-8	-4	4	-12	0.2	16	1	7
CCOC(=O)CNc1nc(Cl)nc(Nc2ccc(OC)cc2OC)n1	7	2	5	7	4.5	8	7	-1
CN(C)CCn1cnc2c1c(=O)n(C)c(=O)n2C	12	2	23	-8	-0.1	9	4	-3
O=C(c1ccccc1)c1ccc(Sc2ccc([N+](=O)[O-])cc2)cc1	4	0	-31	22	0.7	18	4	-1
CCNC(=S)NCCN1CCOCC1	9	-3	2	9	0.0	-1	1	0
O=C(NCC(=O)N1CCCCCCC1)c1ccc(Cl)cc1	-7	-3	11	-18	3.6	-2	1	-2
CSc1ncc(Cl)c(C(=O)Nc2ccc(S(=O)(=O)Nc3nccc(C)n3)cc2)n1	10	-8	10	2	0.6	15	-1	0
Cc1cccc(-n2cnc(C(=O)N/N=C\c3ccc(Br)cc3)c2)n1	21	-1	-3	4	0.8	-1	-3	1
COC(=O)CCCNC(=O)c1ccc2nc(Cc3ccc(OC)cc3)oc2c1	-9	-1	-10	-6	2.3	-19	12	1
COc1ccc(-c2noc(CCC(=O)Nc3ccc(C)c(C)c3)n2)cc1	-7	-4	5	-2	0.4	14	11	-4
O=C(Oc1ccccc1Cl)c1ccc(-n2cncn2)nc1	-5	-3	-10	-1	-1.6	14	1	7
Cc1cc(C)c(NC(=O)COC(=O)CCc2ccc(S(=O)(=O)N3CCCCC3)cc2)c(C)c1	1	-6	-12	-16	0.0	-35	2	-1
O=C(Cc1ccc(Br)cc1)Nc1ccc(S(=O)(=O)NCC2CCCO2)cc1 (stereo not drawn)	16	0	-10	13	-0.2	-11	6	-3
Cc1noc(/C=C/N(C)C)c1S(=O)(=O)NC1CCCCC1	14	-4	-2	6	-2.6	11	11	-4
CCCCn1nc(C(=O)Nc2c(C)n(C)n(-c3ccccc3)c2=O)c2ccccc2c1=O	24	-3	2	12	-1.6	19	-4	1
CCOC(=O)Cc1csc(NC(=O)Cn2c(=O)oc3ccccc32)n1	3	-4	-33	0	2.7	-17	7	-1
CN(CC(=O)NCCc1ccc(S(N)(=O)=O)cc1)Cc1ccc(Cl)cc1Cl	13	-1	-5	1	2.3	-5	-3	-1
CCOC(=O)C1CCCN(Cc2nc(Cc3cccc(F)c3)no2)C1 (stereo not drawn)	-7	-4	-6	-11	-0.2	16	13	-1
COCCn1c(N)c(N(Cc2ccccc2)C(=O)Cc2ccccc2F)c(=O)[nH]c1=O	19	-2	0	-1	-1.2	6	14	-1
Cc1cccc2c1cnn2C(=O)CCC(=O)N1CC(C)CC(C)C1 (stereo not drawn)	17	-3	5	-4	0.3	-8	20	-2

6 entries already listed, ordered by SMILES length, low to high.
SMILES	Mdm2-MdmX inh	APJ ag	APJ antagonist	Jurkat NFkB inh	CHOP UPR activ	697 NFkB inh	tim23-1 inh	UPR XBP1 act
O=S(=O)(Cc1ccccc1)Nc1ccc(F)cc1	-8	-4	4	-12	0.2	16	1	7
Cc1ccccc1OCC(O)Cn1c2ccccc2c2ccccc21 (stereo not drawn)	42	3	4	9	1.9	1	40	-2
O=C(CSc1ccc(Cl)cc1)Nc1ccc(C2SCCS2)cc1	4	-3	3	-9	0.3	0	13	0
Cc1cc(C)c2c(N)c(C(=O)c3ccc(Cl)cc3)sc2n1	-15	0	-9	-33	1.5	-49	-5	3
O=C(Cc1ccc(Br)cc1)Nc1ccc(S(=O)(=O)NCC2CCCO2)cc1 (stereo not drawn)	16	0	-10	13	-0.2	-11	6	-3
COc1ccc(C(=O)N2CCN(c3nc(C4CC4)nc4sc(C)c(C)c34)CC2)cc1	21	-2	-1	21	0.9	-19	30	3
